Bim-Bcl-2 = disrupts Bim peptide binding to human Bcl-2 | hit rate 0.06% among 190,000 | inhibition, % at 10 µM | P10415 | AID 950 | Bead-based flow cytometry, Bim peptide-Bcl-2 binding; in the data active = inhibition above about 40%; inconclusive = no clear call, values can overlap the other calls;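 note: 0% = no compound wells with probe peptide and 100% = reference peptide inhibitor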
Bim-Bcl-XL = human Bim-Bcl-XL interaction inhibition; Q07817; Bim peptide-Bcl-XL binding, bead flow cytometry, fluorescence; inhibition, % at 10 µM; hit rate 0.04% among 190,000; AID 1007
Target sequence (Q07817 whole entry, looked up): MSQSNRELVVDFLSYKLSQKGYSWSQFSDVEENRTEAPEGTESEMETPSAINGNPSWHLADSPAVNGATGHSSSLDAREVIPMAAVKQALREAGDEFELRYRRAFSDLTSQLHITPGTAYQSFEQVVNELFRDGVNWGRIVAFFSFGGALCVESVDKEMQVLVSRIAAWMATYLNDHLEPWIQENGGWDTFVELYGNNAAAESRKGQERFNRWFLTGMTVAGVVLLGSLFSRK
RGS4-Gao reg = human RGS4-Galphao interaction regulation; hit rate 0.33% among 220,000; binding response (% of control), % at 10 µM; AID 1415; Multiplexed bead flow cytometry, RGS4-Galphao binding; actives lie on both sides; P09471; in the data active = binding response below about 49% or above about 150%; inactive = in between;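 note: fluorescent Galphao activated with aluminum fluoride binding bead-coupled RGS4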
Bim-Mcl-1 = disrupts Bim peptide binding to human Mcl-1; Q07820; Bead-based flow cytometry, Bim peptide-Mcl-1 binding; inhibition, % at 10 µM; hit rate 0.1% among 190,000;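 note: 0% = no compound tracer wells and 100% = peptide blocker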
Target sequence (Q07820 whole entry, looked up): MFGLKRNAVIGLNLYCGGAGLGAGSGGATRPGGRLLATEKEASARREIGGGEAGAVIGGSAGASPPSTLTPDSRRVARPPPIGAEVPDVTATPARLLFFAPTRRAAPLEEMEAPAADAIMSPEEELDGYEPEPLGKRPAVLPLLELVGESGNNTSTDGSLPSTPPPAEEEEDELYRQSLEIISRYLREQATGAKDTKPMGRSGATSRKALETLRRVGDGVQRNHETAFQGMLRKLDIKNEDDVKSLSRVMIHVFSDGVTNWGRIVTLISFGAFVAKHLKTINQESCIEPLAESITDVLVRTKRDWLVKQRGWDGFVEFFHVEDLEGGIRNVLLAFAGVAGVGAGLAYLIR
Mcl1-Bid inh = Mcl-1/Bid interaction inhibition; Q07820; TR-FRET Mcl-1/Bid-Dy647 peptide binding, 1536-well; inhibition, % at 21.7 µM; hit rate 0.97% among 220,000; AID 1021;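 active = compounds that cut the binding signal by more than half at the single screening dose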;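 note: His-tagged Mcl-1 with europium anti-His antibody binding Bid BH3 peptide; 0% = Mcl-1 plus peptide wells and 100% = peptide-only wells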
Mcl1 Noxa PPI = disrupts binding of human Mcl-1 to Noxa peptide. TR-FRET Mcl-1/Noxa peptide binding, 2 h. inhibition, % at 21.7 µM. hit rate 1.5% among 220,000. AID 1022;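 active = compounds that cut the protein-peptide binding signal by more than 50% relative to plate controls in a single-dose test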;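 note: His-tagged Mcl-1 with rhodamine Noxa BH3 peptide and terbium anti-His antibody; 0% = Mcl-1 plus Noxa peptide wells and 100% = peptide-only wells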
RGS7-Gao = human RGS7-Galphao interaction regulation. P09471. Multiplexed bead flow cytometry, RGS7-Galphao binding; actives lie on both sides. binding response (% of control), % at 10 µM. hit rate 0.35% among 220,000. AID 1439; in the data active = binding response below about 49% or above about 150%; inconclusive = no clear call, values can overlap the other calls; inactive = in between;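 note: fluorescent Galphao held in activated GDP-AlF4 state binding bead-coupled RGS7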
Bcl-B Bim block = inhibitors of Bim-Bcl-B interaction, human. bead-based flow cytometry, Bim peptide-Bcl-B binding. inhibition, % at 10 µM. hit rate 0.073% among 190,000. AID 951;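 note: 0% = tracer peptide without compound and 100% = reference inhibitor peptide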
Target sequence (Q9HD36 whole entry, looked up): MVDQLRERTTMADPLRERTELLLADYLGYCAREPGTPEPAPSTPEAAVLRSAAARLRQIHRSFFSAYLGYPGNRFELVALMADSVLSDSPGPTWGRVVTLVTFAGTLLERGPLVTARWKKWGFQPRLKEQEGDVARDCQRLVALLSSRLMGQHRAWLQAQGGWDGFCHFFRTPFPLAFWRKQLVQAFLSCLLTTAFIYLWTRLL
RGS8-Gao = modulates binding of RGS8 to human Galphao; P09471; multiplexed bead flow cytometry; actives lie on both sides; response (percent of control binding), % at 10 µM; hit rate 0.34% among 220,000; AID 1423; in the data active = response below about 60% or above about 140%; inactive = in between;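 note: Galphao activated as the GDP aluminium fluoride complex binding bead-coupled RGS8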
Bim-Bcl-W = human Bim-Bcl-W interaction inhibition. Q92843. bead-based flow cytometry, Bim peptide-Bcl-W binding. inhibition, % at 10 µM. hit rate 0.02% among 190,000. AID 952;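 note: 0% = bound tracer without compound and 100% = peptide blocker; higher means less fluorescent Bim peptide bound to Bcl-W beads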
Bfl-1 Bim block = human Bim-Bfl-1 interaction inhibition; Q16548; AID 1008; hit rate 0.12% among 190,000; Bead-based flow cytometry, Bim-Bfl-1 binding inhibition; inhibition, % at 10 µM;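 note: 0% = wells without compound plus tracer and 100% = blocker peptide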
The depositor's hits bear a star; ? = inconclusive; . = no result given; [ ] = another dose, or the depositor's remark. Cut-off read from the data, not from the text of the source, unless noted: active = inhibition above about 40%.

No.	SMILES	Bim-Bcl-2	Bim-Bcl-XL	RGS4-Gao reg	Bim-Mcl-1	Mcl1-Bid inh	Mcl1 Noxa PPI	RGS7-Gao	Bcl-B Bim block	RGS8-Gao	Bim-Bcl-W	Bfl-1 Bim block
1	COc1ccc(C2Nc3ccccc3C(=O)N2c2ccc(C)cc2)cc1Cn1nnc2ccccc21 (configuration not stated)	-5	-4	97	-5	-13	-3	100	-4	96	-2	-3
2	COc1ccccc1-n1c(SCC(=O)N(C)C2CCS(=O)(=O)C2)nc2ccccc2c1=O (configuration not stated)	-2	-3	102	-3	-59	3	100	-4	102	0	0
3	CCOC(=O)c1cnc(-n2nc(C)cc2C)[nH]c1=O	.	.	103	.	-29	-14	?	.	104	.	.
4	C=CC(C)N1C(=O)S/C(=C\c2ccc(N3CCOCC3)cc2C)C1=O (configuration not stated)	-1	-2	99	-1	-55	6	92	-3	103	0	0
5	Oc1[nH]c2ccccc2c1C=NCC1CCCO1 (configuration not stated)	-2	-1	99	-1	-47	-6	100	-3	98	0	-1
6	CCN(C(=O)CSc1nnnn1C)c1c(N)n(Cc2ccccc2)c(=O)[nH]c1=O	-4	-1	102	-3	-41	4	103	-1	104	1	-5
7	COc1ccccc1C(=O)NCC(=O)N/N=C/c1cn[nH]c1-c1ccccc1	-3	0	97	0	-9	11	?	-3	100	0	-6
8	COc1cccc(NC(=O)N2CCC(C(N)=O)(N3CCCCC3)CC2)c1	-3	0	100	-2	-5	5	99	1	102	0	-1
9	COC(=O)C1=C(C(=O)OC)SC(=C2C(=S)C(C)(C)N(C(=O)C(C)C)c3ccccc32)S1	-9	-2	102	0	2	33	100	-7	101	1	-7
10	COc1cc(CNC2CCCC2)c(Br)cc1OCc1ccccc1	-5	-5	102	-4	-8	12	?	-8	102	-3	-8
11	Cc1ccc(NC(=O)N2CCCC2c2cccs2)cc1 (configuration not stated)	-4	-2	102	2	-6	-4	104	-1	101	-1	-5
12	COc1cc(OC)cc(-c2nnc(SCC(=O)N(C(C)C)C(C)C)o2)c1	0	-1	104	-2	-10	-4	102	0	101	-3	0
13	O=C(NCc1ccc(F)cc1)c1ccc(N2CCc3ccccc32)c([N+](=O)[O-])c1	-5	-4	104	-4	-18	7	101	-6	101	-2	-5
14	CCOC(=O)N1CCC(N2CCN(S(=O)(=O)c3ccc4ccccc4c3)CC2)CC1	-4	8	96	0	27	8	98	-9	104	5	-15
15	CCCOP(=O)(c1ccc(N(C)C)cc1)C(Nc1ccccc1)c1ccc(C)cc1 (configuration not stated)	.	.	92	.	-10	-4	?	.	96	.	.
16	COC(=O)COc1ccccc1/C=C1/NC(=O)NC1=O	-7	-7	99	-1	-23	5	100	-7	100	-3	-14
17	CCOc1ccc(C2=NNC(c3cccs3)=Nc3ccc(OCC)cc32)cc1	-3	-5	101	-1	-2	-5	104	-4	100	-2	-12
18	O=C(NC(=S)Nc1ccc(C(F)(F)F)cc1)c1csnn1	0	-5	100	0	-31	11	99	-2	100	-3	-6
19	CN(CCOc1ccccc1)C(=O)c1ccc(OC2CCN(C(=O)C3CC3)CC2)cc1	-3	0	97	0	2	4	96	0	100	3	-6
20	CNC(=O)OCc1cccc(COC(=O)NC)n1	-11	-11	100	-1	18	16	98	-11	99	-1	-17
21	NC(=O)C1CCN(C(=O)c2ccc(CS(=O)(=O)c3c(Cl)cccc3Cl)o2)CC1	-8	-6	84	0	-20	7	79	-6	87	0	-10
22	c1ccc(CCNc2ccc3nncn3n2)cc1	-5	-8	100	-1	-3	3	102	-6	100	-4	-7
23	Cc1ccc(S(=O)(=O)NCC(=O)NCC(=O)N2CCN(c3ncccn3)CC2)cc1C	.	.	83	.	7	15	?	.	86	.	.
24	CCOC(=O)N/N=C/c1cn(Cc2ccc(F)cc2)c2ccccc12	.	.	101	.	-9	4	?	.	104	.	.
25	O=C(OCc1ccccc1F)c1ccc2c(c1)OCCO2	-14	-8	100	-3	3	12	109	-12	102	-4	-20
26	CC(=O)Nc1nc2ccc(NC(=O)c3ccco3)cc2s1	-2	0	99	0	-10	12	100	0	99	0	-1
27	C=CCN1C(=S)N[C@@H]2CS(=O)(=O)C[C@@H]21	.	.	107	.	13	-6	?	.	104	.	.
28	O=c1[nH]c(SCc2nc3ccccc3n2Cc2ccccc2)nc2ccccc12	0	-6	98	-1	-10	-3	102	-1	100	-4	-2
29	CC(Oc1ccccc1)c1ccnn1S(=O)(=O)c1ccccc1 (configuration not stated)	-6	1	104	-1	-6	14	101	-8	102	0	-13
30	CC(C)N1C(=S)SC(C)(C)C1n1oc(=O)n(-c2ccc(Cl)c(Cl)c2)c1=O (configuration not stated)	9	4	100	0	-21	-3	100	0	102	1	1

An excerpt from above in order of formula weight, largest number first:
No.	SMILES	Bim-Bcl-2	Bim-Bcl-XL	RGS4-Gao reg	Bim-Mcl-1	Mcl1-Bid inh	Mcl1 Noxa PPI	RGS7-Gao	Bcl-B Bim block	RGS8-Gao	Bim-Bcl-W	Bfl-1 Bim block
9	COC(=O)C1=C(C(=O)OC)SC(=C2C(=S)C(C)(C)N(C(=O)C(C)C)c3ccccc32)S1	-9	-2	102	0	2	33	100	-7	101	1	-7
1	COc1ccc(C2Nc3ccccc3C(=O)N2c2ccc(C)cc2)cc1Cn1nnc2ccccc21 (configuration not stated)	-5	-4	97	-5	-13	-3	100	-4	96	-2	-3
30	CC(C)N1C(=S)SC(C)(C)C1n1oc(=O)n(-c2ccc(Cl)c(Cl)c2)c1=O (configuration not stated)	9	4	100	0	-21	-3	100	0	102	1	1
19	CN(CCOc1ccccc1)C(=O)c1ccc(OC2CCN(C(=O)C3CC3)CC2)cc1	-3	0	97	0	2	4	96	0	100	3	-6
13	O=C(NCc1ccc(F)cc1)c1ccc(N2CCc3ccccc32)c([N+](=O)[O-])c1	-5	-4	104	-4	-18	7	101	-6	101	-2	-5
25	O=C(OCc1ccccc1F)c1ccc2c(c1)OCCO2	-14	-8	100	-3	3	12	109	-12	102	-4	-20
11	Cc1ccc(NC(=O)N2CCCC2c2cccs2)cc1 (configuration not stated)	-4	-2	102	2	-6	-4	104	-1	101	-1	-5
16	COC(=O)COc1ccccc1/C=C1/NC(=O)NC1=O	-7	-7	99	-1	-23	5	100	-7	100	-3	-14
5	Oc1[nH]c2ccccc2c1C=NCC1CCCO1 (configuration not stated)	-2	-1	99	-1	-47	-6	100	-3	98	0	-1
27	C=CCN1C(=S)N[C@@H]2CS(=O)(=O)C[C@@H]21	.	.	107	.	13	-6	?	.	104	.	.

New compounds follow
No.	SMILES	Bim-Bcl-2	Bim-Bcl-XL	RGS4-Gao reg	Bim-Mcl-1	Mcl1-Bid inh	Mcl1 Noxa PPI	RGS7-Gao	Bcl-B Bim block	RGS8-Gao	Bim-Bcl-W	Bfl-1 Bim block
31	O=C1COc2ccc(-c3csc(=Nc4ccc(OC(F)F)cc4)n3CC3CCCO3)cc2N1 (configuration not stated)	2	0	101	-3	-13	5	95	-2	100	-2	2
32	CC1CCN(C(=O)C(NS(=O)(=O)c2cccc3nsnc23)c2ccccc2)CC1 (configuration not stated)	0	0	102	1	-3	-2	95	-7	100	0	-9
33	O=C(Nc1c(F)cc(F)cc1Br)C1CCCO1 (configuration not stated)	0	-12	92	-3	-13	5	94	-3	112	-2	-2
34	CC(=O)NC1=NN(C(C)=O)C(c2sccc2C)S1 (configuration not stated)	-7	-4	109	-2	-11	16	110	-10	106	0	-7
35	Cc1cccc2sc(NC(=O)CCn3cccc3)nc12	4	-2	96	-2	-23	18	?	-1	99	0	2
36	CCC(C)[C@H](NC(=O)OC(C)(C)C)C(=O)N/N=C/c1cccc2nccnc12 (some centres not stated)	-4	-19	101	-2	-13	-1	97	-6	100	0	-12
37	Cc1ccc(-c2nc(CS(=O)CC(=O)NCCN3CCCC3)c(C)o2)cc1 (configuration not stated)	-5	-7	103	-5	-2	3	104	-10	103	-2	-7
38	Cn1c(=O)c(=O)n(C)c2cc(S(=O)(=O)N3CCCC3C(=O)NCc3ccco3)ccc21 (configuration not stated)	.	.	93	.	-42	1	?	.	98	.	.
39	O=C(/C=C/c1ccc2c(c1)OCO2)Nc1nc(-c2ccc(F)cc2)cs1	1	-2	82	-4	-7	4	102	0	119	-3	-2
40	CCOC(=O)c1ccc(NC2c3ccccc3C(=O)N2c2cccnc2)cc1 (configuration not stated)	0	3	100	8	-15	-1	103	0	97	0	2
41	CCS(=O)(=O)N1CCCC(C(=O)NCc2ccc(C)cc2)C1 (configuration not stated)	-1	1	101	-2	-12	-4	103	1	101	-1	-1
42	COc1ccc2oc3cc(C)[n+]([O-])c(-c4ccc(Br)cc4)c3c2c1	-10	-12	100	-7	5	14	104	-11	106	-3	-7
43	CCOC(=O)C(NC(=O)c1ccccc1)(N1CCCC1=O)C(F)(F)F (configuration not stated)	-7	6	101	0	-29	-4	99	-7	102	3	-10
44	Cc1ccc(NC(=O)COC(=O)CSC(=S)N2CCOCC2)cc1C	-7	-2	98	-2	-24	12	?	-6	101	0	-5
45	COc1ccc2cc(CCNC(=O)C3CCCC3)c(=O)[nH]c2c1	-4	-7	111	-2	9	8	109	-1	147*[activator]	-2	-4
46	O=C(Nc1cccc2nsnc12)c1ccc(-c2ccc(Br)cc2)o1	-2	0	93	-1	63*	27	91	0	97	-2	0

From PubChem
